Tb hexokinase: T. brucei hexokinase 1 inhibition | inhibition, % at 10 µM | actives 0.11% (n = 220,000) | recombinant TbHK1, G6PDH-coupled NADH A340 | AID 1430;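 active means inhibition of 50% or more in the single-dose primary screen; inactive means inhibition below 50%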
p47phox inh: inhibitors of human p47phox binding; actives 0.53% (n = 220,000); p47phox/p22phox peptide binding, fluorescence polarization, 2 h; P14598; inhibition, % at 24.7 µM;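 active means inhibition above about 30%, limit read from the data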;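 further: 0% = p47phox with labelled peptide and 100% = labelled peptide alone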
Runt-CBFb FRET: blocks binding of human RUNX1 Runt domain to CBFb; actives 0.46% (n = 220,000); Cerulean-Runt/Venus-CBFb FRET ratio 530/480, 1 h; inhibition, % at 20 µM; AID 1496;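 active means inhibition over about 50% at 20 µM in the single-dose screen, limit read from the data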;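 further: 0% = DMSO wells and 100% = excess unlabeled CBFb competitor control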
Target sequence (Q01196 whole entry, looked up, the tested form may be a part): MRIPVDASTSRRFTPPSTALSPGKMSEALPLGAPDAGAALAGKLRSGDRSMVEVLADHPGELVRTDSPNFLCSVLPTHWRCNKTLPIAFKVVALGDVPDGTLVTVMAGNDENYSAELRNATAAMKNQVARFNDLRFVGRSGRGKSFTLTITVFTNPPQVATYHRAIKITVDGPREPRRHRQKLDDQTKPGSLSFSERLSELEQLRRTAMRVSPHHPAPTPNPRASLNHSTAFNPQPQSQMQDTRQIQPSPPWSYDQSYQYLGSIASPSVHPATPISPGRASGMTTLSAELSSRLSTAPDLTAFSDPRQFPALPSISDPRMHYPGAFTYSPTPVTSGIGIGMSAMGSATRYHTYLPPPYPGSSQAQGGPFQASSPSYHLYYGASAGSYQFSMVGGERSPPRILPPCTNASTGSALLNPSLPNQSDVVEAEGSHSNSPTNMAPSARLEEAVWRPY
Target sequence (Q13951 whole entry, looked up, the tested form may be a part): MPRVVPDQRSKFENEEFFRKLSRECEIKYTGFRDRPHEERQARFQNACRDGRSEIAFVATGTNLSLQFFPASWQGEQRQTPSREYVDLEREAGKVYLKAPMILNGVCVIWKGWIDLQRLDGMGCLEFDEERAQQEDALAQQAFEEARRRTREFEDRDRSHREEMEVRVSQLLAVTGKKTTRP
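Assay system: Cerulean-tagged RUNX1 Runt domain (FRET donor) fusion protein / Amount: 100 nM each of Venus-CBFb and Cerulean-Runt domain / Medium: Tris buffer pH 7.5 with salts and BSA / Also added: Venus-CBFb 100 nM / Schedule: 1 h complex formation plus 1 h compound treatment, room temperature / Signal: FRET fluorescence / Read-out: loss of energy transfer signal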
MDM2 E3 inh: Mdm2 E3 ligase (human) inhibition. Q00987. cell-based MDM2 ubiquitination luciferase reporter, 2 h; 0 = plate control, 100 = twice control, blank-subtracted. signal enhancement, % at 5 µM. actives 0.11% (n = 210,000). AID 1230;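 active means signal enhancement of 30% or more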;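 further: luminescence tracks abundance of the self-degrading MDM2-luciferase fusion protein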
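Assay system: stable mammalian line carrying autodegrading MDM2–luciferase fusion reporter; amount: 2000 cells seeded into each well; buffer or medium: DMEM; benchmarks: plate control and blank wells; signal: luciferase luminescence; timing: 2 h compound exposure at 37 °C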
14-3-3 Bad inh: disrupts binding of bovine 14-3-3 zeta to phospho-Bad peptide | P63103 | TR-FRET 14-3-3zeta/Dy647-pBad peptide displacement, 1 h | inhibition, % at 21.7 µM | actives 0.71% (n = 220,000) | AID 781;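 active means inhibition above about 70%, limit read from the data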;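 further: 0% = full 14-3-3 plus peptide FRET controls and 100% = background without 14-3-3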
Target sequence (P63103 whole entry, looked up): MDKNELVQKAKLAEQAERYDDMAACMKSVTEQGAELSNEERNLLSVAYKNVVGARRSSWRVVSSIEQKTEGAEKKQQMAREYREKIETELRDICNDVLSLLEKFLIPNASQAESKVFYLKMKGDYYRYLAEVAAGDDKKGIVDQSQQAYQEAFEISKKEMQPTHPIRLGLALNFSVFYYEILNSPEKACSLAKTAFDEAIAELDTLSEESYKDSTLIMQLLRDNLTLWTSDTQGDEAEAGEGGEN
Hck-Nef inh: human Hck-Nef kinase inhibition; P08631; Recombinant Hck-YEEI plus Nef, Z-Lyte FRET kinase assay; inhibition, % at 20 µM; actives 0.68% (n = 220,000); AID 463187;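 active means Hck-Nef kinase inhibition above about 50%, limit read from the data; inactive means inhibition below that limit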;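 further: 0% = DMSO with Hck plus Nef and 100% = Hck alone without Nef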
Runt-SMMHC FRET: blocks binding of human RUNX1 Runt domain to CBFb-SMMHC | Q01196+Q13951 | Cerulean-Runt/Venus-CBFb-SMMHC FRET ratio 530/480, 1 h | inhibition, % at 20 µM | actives 0.74% (n = 220,000) | AID 1434;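 active means mean inhibition across duplicate retests at 20 µM reaching about 50%, limit read from the data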;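 further: 0% = DMSO wells and 100% = wells with excess untagged CBFb-SMMHC; inhibitors lower the FRET ratio by blocking Runt binding to CBFb-SMMHC; some results filed as inactive read as strong as hits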
EBV gp42 inh: blocks Epstein-Barr virus glycoprotein 42 binding | Q1HVG2 | Fluorescence polarization binding assay, mP read-out | inhibition, % (tested at 21.74 µM) | actives 0.42% (n = 220,000); in the data active means inhibition above about 50%
zVAD death inh: L929 zVAD cell death inhibition. L929 zVAD necroptosis rescue, ATP luminescence, 24 h; with zVAD 60 µM. viability rescue, % at 10 µM. actives 0.38% (n = 220,000). AID 1377;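 active means activation, scaled between plate controls, above about 75%, limit read from the data; inactive means activation under that limit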;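 further: 0% = zVAD with DMSO and 100% = DMSO alone without zVAD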
Numbers without * were called inactive; . = no result given; [ ] = remark or other dose. Outcome played no part in choosing rows (roughly 3.2% active in at least one column).

SMILES | Tb hexokinase | p47phox inh | Runt-CBFb FRET | MDM2 E3 inh | 14-3-3 Bad inh | Hck-Nef inh | Runt-SMMHC FRET | EBV gp42 inh | zVAD death inh
Nc1nnn(CC(=O)N/N=C/c2ccc(Cl)cc2Cl)n1 | -3 | 6 | 0 | -18 | 2 | 5 | 1 | -7 | 0.8
Cc1cc(C)cc(OCC(=O)OCC(=O)Nc2c(C)n(C)n(-c3ccccc3)c2=O)c1 | 0 | -2 | 0 | -4 | -13 | 18 | -7 | -14 | 3.2
CCOC(=O)CN(C)Cc1c[nH]c2ccccc12 | 2 | -13 | 2 | -9 | 11 | -4 | -5 | 8 | 0.4
C=CCN(c1ccccc1)S(=O)(=O)c1cccc(C(=O)OCC(=O)NC2CC2)c1 | -3 | -2 | 0 | -15 | -8 | 13 | 1 | -23 | 1.2
CCCc1cc(=O)[nH]c(SCCCCN2C(=O)c3ccccc3C2=O)n1 | -3 | 1 | 2 | -8 | -7 | 25 | 3 | -9 | 3.4
CCCOc1nc2c(c(=O)n(C)c(=O)n2C)n1Cc1cccc2ccccc12 | -13 | -6 | -6 | -6 | -8 | 1 | -7 | -5 | 0.0
O=C(NC1CCCc2ccccc21)C1CCN(c2c3c(nc4ncnn24)CCC3)CC1 (centres undefined) | -1 | -8 | 2 | -5 | 23 | 0 | -3 | -14 | 0.7
O=C(Nc1ccc(S(=O)(=O)N2CCCCCC2)cc1)c1ccco1 | 5 | -11 | 0 | -7 | 9 | 0 | -1 | 2 | 0.9
COc1cc(OC)c(C2CC(=O)N3CN(C)CSC3=C2C#N)cc1OC (centres undefined) | -4 | 3 | 21 | -12 | -16 | 7 | 28 | -11 | 1.2
CCN(CC)CCn1c(SCC(=O)Nc2ccc(F)cc2)nc2c(sc3ccccc32)c1=O | -13 | -13 | 2 | 6 | -13 | 31 | -6 | -3 | 0.5
CCOC(=O)CC(=O)Nc1nnc(CC(C)C)s1 | -1 | -3 | -2 | 8 | 6[fluorescence artefact?] | -4 | 0 | 2 | 1.6
Cn1nc(-c2ccccc2)c(C(=O)NCC(=O)O)c1Cl | 18 | 2 | 0 | -14 | 22 | 14 | -4 | -5 | -0.5
Cc1cc(C(=O)NCC(=O)OCC(=O)N(C(C)C)C(C)C)ccc1[N+](=O)[O-] | 4 | -6 | -1 | -14 | 9 | 0 | -2 | 3 | -1.3
COC(=O)CS(=O)(=O)c1ccsc1C(=O)Nc1ccc(F)cc1 | 1 | -5 | 1 | -7 | -8 | 13 | 6 | -11 | 0.7
O=C(Nc1ccc(N2CCOCC2)cc1)c1ccc(Cl)nc1 | -5 | -5 | 2 | -9 | 1 | -9 | 1 | -21 | 0.9
O=C(N/N=C/c1cnc(N2CCOCC2)s1)c1ccccc1 | -62 | -7 | 2 | -6 | -6 | 22 | -5 | -15 | 2.1
O=C(COC(=O)c1ccc(Br)cc1)NCCc1ccccc1 | 37 | 1 | -4 | 0 | -4 | -4 | -6 | -19 | 0.6
CCCCCC(=O)NC(=S)Nc1ccc(Cl)cn1 | 38 | -2 | -2 | -3 | 9 | -1 | 5 | 6 | 0.2
CN(C)S(=O)(=O)c1ccc(C(=O)Nc2nnc(SCc3cccc4ccccc34)s2)cc1 | -15 | -24 | -1 | 1 | -20 | 4 | 3 | -23 | 0.8
CCOc1ccc(OCc2ccc(C(=O)NCc3ccncc3)o2)cc1 | 3 | -1 | 0 | 6 | 1 | 2 | 0 | -10 | 0.0
COc1ccc(/C=N/NC(=O)C(C)Sc2ccccn2)cc1[N+](=O)[O-] (centres undefined) | 3 | -7 | 1 | -3 | -2 | 13 | 2 | -19 | 2.1
O=C(CC1CCC1)NC(c1ccccc1)c1ccccc1 | 4 | -11 | 1 | -3 | 2 | 3 | -2 | -7 | 0.2
COc1cc(C#N)c(NC(=O)CN2CCN(CCO)CC2)cc1OC | 4 | -4 | 1 | 3 | -9 | -9 | -1 | -6 | 0.6
Cn1c(Cl)cnc1C(O)(c1ccccc1)c1ccccc1 | -12 | -4 | -2 | -9 | -1 | 19 | 1 | -7 | -0.2
CC(=O)c1c(C)[nH]c(C(=O)COC(=O)c2cc(S(=O)(=O)N(C)c3ccccc3)ccc2Cl)c1C | 9 | -25 | -2 | 7 | -17[fluorescence artefact?] | 5 | 4 | 13 | 0.4
CCOC(=O)c1c(-c2ccccc2)csc1NC(=O)CSc1nnc(C)s1 | -3 | 4 | -4 | -86 | 45[fluorescence artefact?] | 2 | 2 | 5 | -0.1
O=C(O)CCC(=O)NNC(=O)c1ccc([N+](=O)[O-])cc1 | -10 | -8 | 2 | . | -7 | 15 | -1 | -5 | -0.2
N#Cc1c[nH]n2c(=O)c3c(nc12)CCC3 | -3 | -6 | . | -7 | -7 | 12 | . | -12 | 0.2
O=[N+]([O-])c1ccc(/C=N/NC(=S)Nc2ccccc2)o1 | -9 | -13 | 2 | -7 | -1[fluorescence artefact?] | 0 | -1 | -7 | 1.4
O=C(NC(Cc1ccccc1)C(=O)O)/C(=C/c1ccc(Cl)cc1)NC(=O)c1ccccc1 (centres undefined) | 6 | 0 | 4 | -4 | -16 | 22 | 10 | 5 | 1.1

Nothing new here: 2 of the compounds above.
SMILES | Tb hexokinase | p47phox inh | Runt-CBFb FRET | MDM2 E3 inh | 14-3-3 Bad inh | Hck-Nef inh | Runt-SMMHC FRET | EBV gp42 inh | zVAD death inh
COc1ccc(/C=N/NC(=O)C(C)Sc2ccccn2)cc1[N+](=O)[O-] (centres undefined) | 3 | -7 | 1 | -3 | -2 | 13 | 2 | -19 | 2.1
O=C(CC1CCC1)NC(c1ccccc1)c1ccccc1 | 4 | -11 | 1 | -3 | 2 | 3 | -2 | -7 | 0.2

Quoted at random: four compounds from above.
SMILES | Tb hexokinase | p47phox inh | Runt-CBFb FRET | MDM2 E3 inh | 14-3-3 Bad inh | Hck-Nef inh | Runt-SMMHC FRET | EBV gp42 inh | zVAD death inh
Cc1cc(C(=O)NCC(=O)OCC(=O)N(C(C)C)C(C)C)ccc1[N+](=O)[O-] | 4 | -6 | -1 | -14 | 9 | 0 | -2 | 3 | -1.3
Cn1nc(-c2ccccc2)c(C(=O)NCC(=O)O)c1Cl | 18 | 2 | 0 | -14 | 22 | 14 | -4 | -5 | -0.5
CN(C)S(=O)(=O)c1ccc(C(=O)Nc2nnc(SCc3cccc4ccccc34)s2)cc1 | -15 | -24 | -1 | 1 | -20 | 4 | 3 | -23 | 0.8
Cn1c(Cl)cnc1C(O)(c1ccccc1)c1ccccc1 | -12 | -4 | -2 | -9 | -1 | 19 | 1 | -7 | -0.2

The list continues:
SMILES | Tb hexokinase | p47phox inh | Runt-CBFb FRET | MDM2 E3 inh | 14-3-3 Bad inh | Hck-Nef inh | Runt-SMMHC FRET | EBV gp42 inh | zVAD death inh
CN(C)S(=O)(=O)c1cccc(-c2csc(=Nc3ccccc3)n2CCCN2CCOCC2)c1 | -24 | -12 | -2 | -16 | -10 | 12 | -1 | -8 | 0.3
NC(N)=Nc1nc(CCN2C(=O)c3ccccc3C2=O)cs1 | 7 | 3 | -2 | -17 | 19[fluorescence artefact?] | -2 | 1 | -6 | 0.0
CC1CCN(CC(=O)c2cccs2)CC1 | -1 | -3 | -2 | -6 | 7 | 4 | -2 | 7 | 0.7
O=C(CCN1C(=O)C2CC=C(Cl)CC2C1=O)N1CCCCC1 (centres undefined) | 2 | -14 | -18 | 14 | -10[fluorescence artefact?] | 1 | -58 | 13 | -0.2
Cc1c(C)n(C(=O)CN2CCC(C(N)=O)CC2)c2ccccc12 | 5 | -9 | 0 | -12 | -5 | 12 | 3 | -10 | 1.0
O=C(CSc1nnc2ccccn12)NCCN1C(=O)CSC1=O | -4 | 0 | 2 | -11 | 2 | -1 | 4 | -11 | 0.0
O=[N+]([O-])c1cc(/C=N/NC(=S)Nc2ccccc2Cl)ccc1Cl | 1 | 3 | -2 | -20 | 14 | 28 | 1 | -9 | 1.8
O=C(O)Cc1ccc(C(=O)c2ccc(Cl)cc2)s1 | 12 | -6 | -2 | -1 | 7 | -18 | -2 | -9 | 0.3
CCN(CC)S(=O)(=O)c1ccc(Nc2ccc(-c3ccc4c(c3)OCCO4)nn2)cc1 | -3 | -24 | -3 | 13 | -5[fluorescence artefact?] | 1 | -1 | 1 | 0.5
CC(C)(C)c1cc(C(=O)NNc2ccc(OC(F)(F)F)cc2)n(Cc2ccccc2)n1 | 8 | -11 | 3 | -10 | -4 | 12 | -2 | -13 | 0.6
FC(F)Sc1nc(-c2ccccc2)c(-c2ccccc2)n1C(F)F | 4 | 1 | -3 | -7 | -1[fluorescence artefact?] | 3 | 0 | 13 | 2.5
Cc1cc(C)nc(N2CCN(CC(=O)NCc3ccccc3)CC2)n1 | -3 | 1 | -2 | -16 | 9[fluorescence artefact?] | -3 | 4 | -14 | 1.3
COC(=O)Cc1[nH]n(-c2nc3ccccc3s2)c(=O)c1C(C)=Nc1ccc(C)cc1 | -17 | -20 | 1 | -84 | 55 | 28 | -1 | 15 | -0.2
CC(C)NCC(O)COCc1ccc(Cl)cc1 (centres undefined) | 14 | -9 | 0 | -15 | 0 | 0 | 2 | -14 | -0.1
Cc1ccc(C)c(NCc2n[nH]c(=S)n2-c2ccccc2)c1 | -4 | -8 | 4 | -23 | -13 | 25 | 8 | -32 | 1.6
CC(=C/c1ccccc1)/C=N/Nc1nc(N2CCOCC2)nc(N2CCOCC2)n1 | -6 | -13 | 1 | -11 | -11[fluorescence artefact?] | 3 | 1 | -5 | 1.7
Cc1ccc(C(O)(c2ccccc2)c2ccccc2C(C)N(C)C)c(C)c1 (centres undefined) | 8 | -7 | -7 | -17 | 6[fluorescence artefact?] | -1 | -8 | -16 | 2.6

3 entries already listed, arranged by formula weight, smallest number first:
SMILES | Tb hexokinase | p47phox inh | Runt-CBFb FRET | MDM2 E3 inh | 14-3-3 Bad inh | Hck-Nef inh | Runt-SMMHC FRET | EBV gp42 inh | zVAD death inh
Cc1cc(C)nc(N2CCN(CC(=O)NCc3ccccc3)CC2)n1 | -3 | 1 | -2 | -16 | 9[fluorescence artefact?] | -3 | 4 | -14 | 1.3
FC(F)Sc1nc(-c2ccccc2)c(-c2ccccc2)n1C(F)F | 4 | 1 | -3 | -7 | -1[fluorescence artefact?] | 3 | 0 | 13 | 2.5
CC(C)(C)c1cc(C(=O)NNc2ccc(OC(F)(F)F)cc2)n(Cc2ccccc2)n1 | 8 | -11 | 3 | -10 | -4 | 12 | -2 | -13 | 0.6

3 of the entries above in order of the Runt-SMMHC FRET value, smallest number first:
smiles	Tb hexokinase	p47phox inh	Runt-CBFb FRET	14-3-3 Bad inh	Hck-Nef inh	Runt-SMMHC FRET	EBV gp42 inh
CCCOc1nc2c(c(=O)n(C)c(=O)n2C)n1Cc1cccc2ccccc12	-13	-6	-6	-8	1	-7	-5
Cn1nc(-c2ccccc2)c(C(=O)NCC(=O)O)c1Cl	18	2	0	22	14	-4	-5
O=[N+]([O-])c1ccc(/C=N/NC(=S)Nc2ccccc2)o1	-9	-13	2	-1[fluorescence artefact?]	0	-1	-7

Source: PubChem BioAssay
